# Rac1 GTP hydrolysis – MgcRacGAP GTPase-activating activity inhibitors, confirmation, biochemical, ADP Hunter fluorescence | Rac GTPase-activating protein 1 (Homo sapiens) | MgcRacGAP-stimulated Rac1 GTP hydrolysis, ADP Hunter fluorescence; higher % means a stronger effect; GST-tagged Rac1 F28L mutant substrate | inhibition, % at 30 µM; hits with a dose series show IC50 in µM | hit rate 0.6% among 340,000 | AID 624330, 2012;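 active = first-screen hits whose inhibition reached a set limit at any dose in the follow-up dose series; inconclusive = inhibition above the set first-screen limit but never retested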;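 note: fluorescence reports GDP produced by GAP-driven GTP hydrolysis; strong numbers were not always called active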
# UTI89 phage lysis – inhibition of K1F phage lysis, E. coli UTI89, bacterial capsule biogenesis inhibitors, alamar blue (AID 488966); E. coli UTI89 K1F phage lysis, alamar blue, 2 h; higher % means a stronger effect; hit rate 0.02% among 340,000; one-dose inhibition, % at 100 µM; IC50 in µM for titrated hits;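 active = phage lysis inhibition, versus mean bacterial control, above a set limit; inconclusive = no clear call, values can overlap the other calls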;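 note: capsule biogenesis inhibitors block K1F phage lysis so surviving cells raise fluorescence; higher fluorescence means more inhibition of phage lysis; actives were called in the ten point dose series up to 300 µM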
# West Nile virus CPE – West Nile virus antiviral activity, cell-based, CPE readout (AID 1621) | West Nile virus-infected cells, CPE inhibition; higher % means a stronger effect | one-dose CPE inhibition, % at 10 µM; IC50 in µM for titrated hits | hit rate 0.02% among 290,000; in the data active = a potency from the dose series; inconclusive = CPE inhibition mostly from about 3.7% at the one dose, without a potency; inactive = the rest, 99 in 100 with CPE inhibition below about 2.2%; note: strong numbers were not always called active
# SIAH1 antagonists – Siah-1 peptide-binding antagonists, primary screen, biochemical, fluorescence polarization, rhodamine-plectin, uHTS (AID 1817); E3 ubiquitin-protein ligase SIAH1 (Homo sapiens); Siah-1 / rhodamine-plectin peptide fluorescence polarization; higher % means a stronger effect; displacement, % at 20 µM, or IC50 in µM where a hit was titrated; hit rate 0.02% among 290,000;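 active = displacement of at least 50% at 20 µM, with a fluorescence ratio check between 0.3 and a set limit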;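 note: plate controls were Siah plus tracer with DMSO for no effect and tracer alone without Siah for full effect; strong numbers were not always called active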
# AID2073 – inhibitors of Mint1-CaV2.2 protein interaction, biochemical, HTRF (AID 2073); Voltage-dependent N-type calcium channel subunit alpha-1B (Homo sapiens); HTRF protein-protein interaction, Mint1-CaV2.2; higher % means a stronger effect; inhibition, % at 20 µM, or IC50 in µM where a hit was titrated; hit rate 0.19% among 290,000; in the data active = inhibition mostly above about 51%, no sharp cut-off; inconclusive = no clear call, values can overlap the other calls; inactive = mostly below about 53%; note: some results filed as inactive read as strong as hits
# NTR1 agonist – agonists of NTR1, primary screen, imaging, U2OS cells, beta-arrestin-GFP, high content (AID 493036) | Neurotensin receptor type 1 (Homo sapiens), P30989 | NTR1-U2OS beta-arrestin-GFP spot imaging, agonist mode | activation, % at 20 µM | hit rate 0.17% among 330,000;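 active = activation at or above 40% of the spot to cytoplasm intensity ratio, with at least 20 cells analyzed; inconclusive = wells under 20 cells, flagged as cytotoxic or low count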;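 note: 0% = DMSO without peptide and 100% = 100 nM NTR1 peptide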
# Target sequence (P30989 whole entry, looked up): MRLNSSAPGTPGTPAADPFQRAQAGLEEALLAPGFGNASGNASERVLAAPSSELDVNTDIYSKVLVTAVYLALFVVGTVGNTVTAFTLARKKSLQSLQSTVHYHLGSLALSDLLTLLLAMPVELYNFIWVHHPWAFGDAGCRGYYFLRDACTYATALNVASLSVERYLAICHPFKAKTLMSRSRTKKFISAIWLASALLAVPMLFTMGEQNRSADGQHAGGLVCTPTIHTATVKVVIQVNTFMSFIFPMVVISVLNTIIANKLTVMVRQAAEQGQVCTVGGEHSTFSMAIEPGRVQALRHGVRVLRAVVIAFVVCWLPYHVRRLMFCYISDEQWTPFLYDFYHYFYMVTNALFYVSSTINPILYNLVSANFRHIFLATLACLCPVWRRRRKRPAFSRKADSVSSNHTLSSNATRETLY
# RSV antiviral HEp-2 – RSV antiviral activity via CPE protection, HEp-2 cells, primary 10 µM value included (AID 2391). HEp-2 cells, RSV-induced CPE inhibition; higher % means a stronger effect. one-dose CPE inhibition, % at 10 µM; IC50 in µM for titrated hits. hit rate 0.13% among 310,000; in the data active = a potency from the dose series; inconclusive = CPE inhibition mostly from about 23% at the one dose, without a potency; inactive = the rest, 99 in 100 with CPE inhibition below about 21%; note: strong numbers were not always called active
# NS5 inhibitors – Dengue-2 NS5 methyltransferase inhibitors, primary screen, biochemical, confirmation dose response (AID 588689); inhibition, % at 25 µM; hits with a dose series show IC50 in µM; Genome polyprotein (Dengue virus type 2 (strain 16681-PDK53)); hit rate 0.3% among 340,000; Dengue-2 NS5 methyltransferase capping enzyme assay, biochemical; higher % means a stronger effect; in the data active = a potency from the dose series; inconclusive = inhibition above about 29% without an active follow-up result
# Large T inhibition – SV40 large T antigen inhibitors, biochemical (AID 1903); hit rate 0.39% among 310,000; SV40 large T antigen ATPase/helicase inhibition assay; higher % means a stronger effect; one-dose inhibition, % at 20 µM; IC50 in µM for titrated hits; in the data active = a potency from the dose series; inconclusive = inhibition mostly from about 32% at the one dose, without a potency; inactive = the rest, 99 in 100 with inhibition below about 32%; note: strong numbers were not always called active
# NTR1 agonist cell count 20 µM – further read-out of NTR1 agonist, marked with its call; cell count; measured here: cell count, cytotoxicity flag
# NS5 inhibitors pilot replicate – also measured in NS5 inhibitors; calls as there; inhibition, %; measured here: pilot screen replicate inhibition
# Numbers without * were called inactive; ? = inconclusive; nt = not tested or not shown; & = joins results of further samples; [ ] = another dose, or the depositor's remark. These rows are one share of the data. The share of hits here may be higher or lower than overall.
SMILES,Rac1 GTP hydrolysis,UTI89 phage lysis,West Nile virus CPE,SIAH1 antagonists,AID2073,NTR1 agonist,NTR1 agonist cell count 20 µM,RSV antiviral HEp-2,NS5 inhibitors,Large T inhibition,others
CCOC(=O)c1nc2ccccc2c(=O)n1-c1ccc(C)cc1,9%,0.1%,-0.1%,2%,-2%,0.5,66,0.2%,1%,3%,
CN(c1ccc(OCC(=O)N2CCN(C/C=C/c3ccccc3)CC2)cc1)S(=O)(=O)c1cccs1,-2%,0.0%,-1.5%,3%,8%,1.5,71,1.6%,4%,48%,
Cn1cccc1CNCCc1ccccc1,nt,nt,-0.6%,3%,-4%,-0.8,70,0.0%,nt,4%,
C#CCN1CCN(c2cccc(C(F)(F)F)c2)CC1,-5%,0.3%,-0.1%,-2%,4%,0.4,51,-1.1%,-1%,-1%,
CC1=C(/C=C/c2ccccc2)CCN(C)C1,8%,2.4%,-1.1%,-6%,1%,-1.4,64,-1.7%,-2%,15%,
CCCCN=C[C@]12CCC(O)CC1(O)CCC1[C@@H]2CC[C@]2(C)[C@H](C3C=CC(=O)O3)CCC12O (stereo not given in full),4%,1.4%,15%,2%,-6%,-1.3,85,-1.6%,-1%,16%,
CCCC12CN3CCN(C1)CC(CCC)(C3)C2=O,-4%,0.5%,0.1%,8%,-2%,-0.5,41,-0.7%,-6%,20%,
COC(=O)c1cncn1C(C)c1ccccc1 (stereo not given),10%,0.2%,-0.1%,0%,13%,0.3,71,1.1%,5%,5%,
CC(C)[C@]12O[C@H]1[C@@H]1O[C@]13[C@]1(O[C@H]1C[C@H]1C4=C(CC[C@@]13C)C(=O)OC4)[C@@H]2O,nt,nt,1.3%,6%,6%,nt,nt,-1.1%,nt,-3%&6%,
O=C1NC(=O)[C@]2(Cc3ccccc3N3CCN(c4ccccc4)CC32)C(=O)N1c1ccccc1 (stereo not given in full),5%,-0.3%,2.6%,4%,14%,0.5,83,3.3%,19%,8%,NS5 inhibitors pilot replicate=2.1
N#CSCC(=O)N1c2ccccc2CCc2ccccc21,28%,0.8%,-1.9%,0%,-3%,9.2,39,16%,-11%,22µM*,
COc1ccc(C(C)=O)cc1CC(C(=O)c1ccc(F)cc1)N(C)C (stereo not given),11%,0.1%,-0.3%,-10%,20%,1.5,82,0.9%,-5%,19%,
Cc1ccc(/C=C2\C(=O)NC(=O)N(CC3CCCO3)C2=O)s1 (stereo not given),?,0.3%,-0.1%,15%,36%,9.0,49,2.0%,26%,25%,
CC(N)Cc1c[nH]c2ccc(Cl)cc12 (stereo not given),6%,0.1%,-0.4%,nt,nt,3.0,85,-0.6%,-8%,nt,
Clc1ccc(N2CC2c2ccncc2)cc1 (stereo not given),5%,-0.1%,-0.7%,2%,8%,1.2,78,0.1%,-11%,7%,
N#CC(c1ccccc1)N1CCOCC1 (stereo not given),10%,1.8%[50 µM],-0.2%,9%,-16%,2.4,61,1.9%,2%,8%,
O=[N+]([O-])c1ccc2c(c1)C(c1ccccc1)=NCCN2,7%,0.0%,?,-1%,16%,1.0,91,0.8%,-4%,10%,
O=C1NC(=O)N(c2ccccc2)C(=O)/C1=C\c1ccc([N+](=O)[O-])s1,nt,nt,-0.1%,26%,34%,1.3,47,2.2%,nt,42µM*,
CCOC(=O)c1c(-n2c(C)cc(C=C3C(=O)NC(=O)NC3=O)c2C)sc2c1CCCC2,14%,0.6%,nt,0%,8%,27,72,19%,?,2%,
Cc1ccc(-n2c(O)c(/C=N/N3CCCCC3c3cccnc3)c(=O)[nH]c2=S)cc1 (stereo not given),-2%,-0.2%,-0.5%,9%,-11%,-0.9,88,0.0%,-36%,-1%,
C[C@@H]1NCCc2cc(O)c(O)cc21,-3%,11%,nt,nt,nt,1.0,59,-0.6%,0%,29%,
O=C(c1ccccc1)c1cn(CC(=O)N2CCCc3ccccc32)c2ccccc12,-1%,1.8%,?,-4%,0%,1.3,75,12%,-1%,3%,NS5 inhibitors pilot replicate=2.4
CCN1CC2(COC(=O)c3ccccc3N)CCC(OC)C34C5CC6C(OC)CC(O)(C5C6OC)C(O)(C(OC)C23)C14 (stereo not given),5%,0.2%,0.0%,-1%,6%,-2.8,20,2.1%,2%,12%,
Nc1ccc(C2(c3ccc(N)cc3)CN3CCC2CC3)cc1,9%,2.0%,0.0%,-2%,-5%,-0.4,52,-1.9%,-1%,8%,
COc1ccc2c(c1)/C(=C/c1cnc[nH]1)C(=O)N2,7%,3.5%,0.7%,1%,-8%,6.4,48,0.8%,3%,6%,
Cc1cc(C=C2C(=O)N(C)C(=O)N(C)C2=O)c(C)n1-c1ccccc1,15%,0.5%,0.0%,-3%,29%,-2.3,61,0.2%,-17%,5%,
CCn1c(=N)n(Cc2ccccc2F)c2ccccc21,10%,5.3%,-1.1%,-3%,-6%,-0.7,75,2.6%,-4%,10%,
N#Cc1ccc(NC(=O)CN2CCCCCC2)cc1Cl,-2%,0.1%,-0.8%,-1%,12%,-1.3,41,0.7%,-7%,3%,
O=C1COc2ccc(C(=O)COC(=O)Cc3ccccc3)cc2N1,3%,0.8%[50 µM],nt,nt,nt,1.8,66,-0.3%,1%,10%,
COC(=NC1CCCCC1)C(O)c1c[nH]c2ccccc12 (stereo not given),10%,0.4%,-0.1%,-2%,7%,2.0,76,0.9%,-4%,10%,
COc1ccc(NP(=O)(Nc2ccc(OC)cc2)Oc2ccccc2)cc1,5%,-0.3%[50 µM],-0.6%,10%,10%,0.3,73,9.1%,-19%,2%,
CN1Cc2cccnc2N(C)Cc2cc(Cl)ccc21,8%,1.8%[50 µM],-0.8%,12%,9%,7.6,57,0.3%,-2%,8%,
CCCCCCn1c(O)c(C(C)=NC)c(=O)[nH]c1=O,0%,2.8%,0.0%,-1%,-2%,1.0,44,-0.3%,-1%,7%,
Clc1ccc(CCNCc2ccncc2)c(Cl)c1,28%,0.2%,-0.2%,5%,2%,-0.5,93,1.4%,-5%,8%,
CC1CCCCN1C(=O)Cn1cc(C=C2C(=O)N(C)C(=O)N(C)C2=O)c2ccccc21 (stereo not given),12%,-0.2%,0.5%,2%,13%,1.0,58,0.6%,18%,12%,
Cc1cccc(NC(=O)[C@@H](NC(=O)N2C[C@H]3C[C@@H](C2)c2cccc(=O)n2C3)C(C)C)c1,-10%,-2.5%,0.3%,-5%,9%,-2.6,77,2.5%,8%,nt,
CCCn1c(C)c(C(=O)c2cccc3ccccc23)c2ccccc21,1%,2.8%,nt,nt,nt,3.7,50,9.2%,-2%,24%,
CC1=NN(c2ccccc2)C(=O)/C1=C/c1c(O)[nH]c(=S)[nH]c1=O,21%,0.6%,0.5%,4%,-13%,0.1,48,1.6%,0%,19%,
CNS(=O)(=O)c1ccc(N=Cc2c(O)n(-c3cccc(C)c3)c(=O)[nH]c2=O)cc1,3%,1.0%,0.1%,13%,47%,0.7,48,3.1%,-46%,8%,
O=C1C(Cl)=CC(=Nc2ccc(O)cc2)C=C1Cl,?,-1.8%[50 µM],nt,nt,nt,1.1,58,2.4%,7µM*,nt,
CN(C(=O)c1ccc(Cl)nc1)C1(c2ccccc2Cl)CCCCC1=O (stereo not given),-2%,-2.8%,-0.7%,6%,1%,0.7,36,-1.2%,0%,3%,
CC1CCC(C(C)C)C(OC(=O)Cn2c(COc3ccccc3)[n+](C)c3ccccc32)C1 (stereo not given),9%,0.0%,0.3%,-1%,22%,59*,55*,-4.1%,-3%,11%,
O=C(c1cc(-c2ccccc2)on1)N1CCC2(CC1)OCCO2,nt,nt,-0.2%,4%,2%,1.2,52,0.8%,nt,24%,
COc1ccc(C(CC(=O)N2CCC3(CC2)OCCO3)NS(=O)(=O)c2ccc(F)cc2)cc1 (stereo not given),7%,0.2%,-0.3%,4%,2%,0.3,42,0.8%,-7%,nt,
O=c1[nH]c(O)c(C=Nc2cccc(F)c2)c(=O)[nH]1,6%,0.0%,-0.1%,2%,22%,-1.2,81,0.0%,1%,6%,
CN(C)Cc1c[nH]c2ccccc12,6%,3.2%,nt,nt,nt,-1.8,90,nt,-1%,0%,
O=C(c1cccs1)N1C2CCC1CC(O)(c1cccnc1)C2 (stereo not given),7%,2.9%,-0.1%,-1%,4%,0.3,40,0.9%,-7%,0%,
COc1cc(-n2c(=S)[nH]c3ccc(C)cc3c2=O)c(Cl)cc1Cl,nt,nt,-1.1%,7%,22%,5.7,80,nt,nt,7%,
COc1c(C=C2C(=O)NC(=O)NC2=O)c(CCN(C)C(=O)c2ccccc2)cc2c1OCO2,14%,5.6%,0.1%,-4%,16%,-0.8,74,5.0%,22%,5%,
COc1ccc(OC)c(C(c2c(O)c3ccccc3oc2=O)c2c(C)n(C)n(-c3ccccc3)c2=O)c1 (stereo not given),10%,0.0%,0.1%,1%,0%,0.0,42,2.6%,2%,10%,
O=c1[nH]c(=S)[nH]c(O)c1N=Nc1ccc2c(c1)OCO2,1%,0.1%,-0.3%,-5%,3%,-0.1,31,4.0%,-6%,6%,
CC(c1ccccc1F)n1cc(C(=O)Nc2ccc3nc[nH]c3c2)nn1 (stereo not given),12%,-0.3%,-0.3%,3%,3%,-0.5,58,1.2%,0%,1%,
CC1CN=C(Nc2ccc(F)cc2)S1 (stereo not given),11%,0.1%,-0.4%,6%,0%,-0.3,42,-0.3%,-1%,6%,
O=C1NC(=O)C(=Cc2cn(CCOc3ccc4c(c3)OCO4)c3ccccc23)C(=O)N1,0%,0.0%,-0.2%,2%,27%,54*,57*,1.9%,nt,4%,
CCCCCCNC(=O)N[C@H](Cc1ccc(O)cc1)C(=O)NCCC[C@H]1CN2C(=NC[C@H]2CCC)N1CC1CCC1,nt,nt,nt,-3%,21%,-1.4,96,-2.9%,nt,38%,
CC(C)CC12CN3CCN(CC(C3)/C1=N/O)C2,7%,0.3%,0.2%,2%,-6%,-3.0,52,-1.1%,-2%,3%,
CC[C@@H](C(N)=O)N1CCCC1=O,nt,nt,0.2%,7%,2%,-2.0,68,2.8%,nt,11%&-1%,
COC(=O)N(c1ccccc1)P1(=S)OCCO1,23%,-0.2%,0.2%,0%,36%,0.5,84,1.8%,23%,22%,
